G9a block = blocks human histone lysine methyltransferase G9a; Q96KQ7; G9a H3K9 monomethylation, AlphaScreen, 2 h; Potency, µM (highest dose often 102 µM), for the others: at the highest dose activity, negative = inhibition, most hits filed as inhibitors; 8.8% of 350,000 active; AID 504332; also: % is scaled to controls: 0 for no effect and ±100 for the full control effect; nearly all actives have a fitted effect of over 75% in size
Target sequence (Q96KQ7 913-1193 limits assumed): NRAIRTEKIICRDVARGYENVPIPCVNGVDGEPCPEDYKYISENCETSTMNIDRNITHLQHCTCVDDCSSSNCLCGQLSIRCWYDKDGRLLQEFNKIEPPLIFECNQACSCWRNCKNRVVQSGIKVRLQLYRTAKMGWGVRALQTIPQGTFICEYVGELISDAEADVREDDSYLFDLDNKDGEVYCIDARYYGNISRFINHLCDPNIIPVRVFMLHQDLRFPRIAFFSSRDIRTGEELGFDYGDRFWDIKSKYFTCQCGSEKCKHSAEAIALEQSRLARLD
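AlphaScreen read-out: biotin-H3K9 peptide (500 nM) methylation by 20 nM enzyme with 20 uM SAM, 2 h at room temperature after 15 min compound preincubation; anti-monomethyl H3K9 antibody plus donor/acceptor beads, 10 min dark.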
Pin1 inhibitor = human Pin1 inhibition; Q13526; Pin1 FP peptide displacement, HiFluor488, 10 min; Potency, µM (highest dose often 115 µM), without a hit: at the highest dose activity, negative = inhibition, hits mostly inhibitors; 0.009% of 390,000 active; AID 504891; active = well fitted inhibition curve with a large enough effect in the polarisation, with a control signal flat, not every such curve was filed as active; inconclusive = small, poorly fitted or top-dose-only effect, or effect the other way, or a change in a side signal; inactive = no such curve, though single readings can be large or run the other way; the % refers to the polarisation; also: % is scaled to controls: 0 for no effect and ±100 for the full control effect
Target sequence (Q13526 whole entry, looked up): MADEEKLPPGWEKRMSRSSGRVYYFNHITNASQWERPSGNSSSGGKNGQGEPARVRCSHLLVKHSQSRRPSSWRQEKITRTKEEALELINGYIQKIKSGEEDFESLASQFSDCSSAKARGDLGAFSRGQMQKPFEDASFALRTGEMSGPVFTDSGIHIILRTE
BAZ2B inh = inhibitors of human BAZ2B bromodomain; 4.4% of 360,000 active; AlphaScreen BAZ2B-H3K14Ac peptide displacement; Q9UIF8; AID 504333; Potency, µM (titrated, usually from 114 µM), for inactives: at the highest dose activity change, negative = inhibition, hits mostly inhibitors; also: % is scaled to controls: 0 for no effect and ±100 for the full control effect; nearly all actives have a fitted effect of over 60% in size
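Compounds, titrated to a top concentration of 110 uM, were incubated 30 min at room temperature with preformed BAZ2B/acetyl-K14 H3 peptide complex (50 nM each). Proximity signal was measured by AlphaScreen after 20 min with beads.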
HP1b chromo inh = blocks HP1-beta chromodomain binding to methylated histone tails | P83916 | AlphaScreen HP1-beta / biotin-H3K9me3 peptide binding | Potency, µM (titrated, usually from 114 µM), without a hit: top-dose activity change, negative = inhibition, most hits filed as inhibitors | 0.56% of 390,000 active | AID 540317; also: nearly all actives have a fitted effect of over 70% in size; inactives centre near 23
Target sequence (P83916 whole entry, looked up): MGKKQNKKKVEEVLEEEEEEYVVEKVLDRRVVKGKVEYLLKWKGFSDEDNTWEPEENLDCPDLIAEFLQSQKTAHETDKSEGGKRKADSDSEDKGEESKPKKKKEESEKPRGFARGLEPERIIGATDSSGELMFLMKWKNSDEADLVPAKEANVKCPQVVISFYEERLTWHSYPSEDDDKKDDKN
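AlphaScreen: HP1-beta (50 nM) preformed 30 min with biotin-H3(1-18)K9me3 peptide (50 nM) in PBS pH 7.4, 0.01% Tween-20. Compound added for 30 min at RT, then streptavidin donor/nickel chelate acceptor beads (10 ug/mL) for 30 min.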
PGK inhibitor = T. brucei PGK inhibition. P07378. PGK/GAPDH coupled, Kinase-Glo luminescence, 60 min. Potency, µM (top dose mostly 57.5 µM), for the others: top-dose activity change, negative = inhibition, most hits filed as inhibitors. 0.043% of 380,000 active; also: % is scaled to controls: 0 for no effect and ±100 for the full control effect; nearly all actives have a fitted effect of over 60% in size
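Luminescent ATP detection (Kinase-Glo Plus) follows a 60-minute room-temperature incubation, with wells lacking PGK as controls. Buffer: 100 mM TEA (pH 7.6), 5 mM MgCl2, 0.01% Tween-20. Coupling enzyme GAPDH (100 nM final) supplies unstable 1,3-BPG in-well.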
GLS inh = inhibitors of human glutaminase (GLS). O94925. GLS enzymatic activity, qHTS titration. Potency, µM (top dose mostly 45.5 µM), inactives show at the highest dose activity change, negative = inhibition, hits mostly inhibitors. 0.21% of 410,000 active. AID 624170; also: % is scaled to controls: 0 for no effect and ±100 for the full control effect
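hKGA in 45 mM KH2PO4 pH 8.2, 0.02% Tween-20 with pin-transferred compounds; 1 mM L-glutamine (stock) plus glutamate oxidase/HRP/Amplex Red coupling added. Fluorescence read initially and after 30 min at RT.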
BLM inh = Bloom syndrome helicase (human) inhibition; recombinant BLM DNA unwinding, fluorescence dequenching; Potency, µM (series often up to 56.1 µM), without a hit: top-dose activity change, negative = inhibition, usual class: inhibitors; 0.2% of 350,000 active; P54132;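 also: plate controls were vehicle for no effect and no enzyme for full effect; nearly all actives have a fitted effect of over 35% in size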
JMJD2A Tudor = JMJD2A Tudor domain (human) inhibition; Potency, µM (top dose mostly 114 µM), for inactives: top-dose activity change, negative = inhibition, most hits filed as inhibitors; O75164; AID 504339; 4.4% of 390,000 active; AlphaScreen JMJD2A-Tudor / H3K4me3 peptide binding; also: % is scaled to controls: 0 for no effect and ±100 for the full control effect; nearly all actives have a fitted effect of over 50% in size
Pol iota inh = blocks human DNA polymerase iota activity; Q9UNA4; Pol iota fluorescent replication assay, 10 min; Potency, µM (titrated, usually from 115 µM), without a hit: top-dose activity, negative = inhibition, most hits filed as inhibitors; 1% of 390,000 active
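Pol iota at 10 nM preincubated 15 min with compounds at room temperature; reaction started with fluorescent substrate, 50 nM final. Fluorescence read kinetically at 0 and 10 min; buffer-only wells as negative control.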
An asterisk follows results filed as active; i = inactive; ? = inconclusive; nt = not tested or not shown; [ ] = another dose, or the depositor's remark. Unless noted, calls follow the shape of the dose curve; as a rule, active = well fitted curve in the direction sought with a large enough effect; inconclusive = small, poorly fitted or top-dose-only effect, or another doubt; inactive = no such curve, though single readings can be large; an effect the other way counts as inactive or inconclusive. Potency is read from the fitted curve at half-maximal effect. This is a subset, so the mix of outcomes need not match the whole.

SMILES,G9a block,Pin1 inhibitor,BAZ2B inh,HP1b chromo inh,PGK inhibitor,GLS inh,BLM inh,JMJD2A Tudor,Pol iota inh
CC(C(=O)Nc1ccc2c(c1)OCO2)N(c1ccc(Cl)cc1)S(C)(=O)=O (stereo unspecified),-39%[12.7 µM],2%,18%,29%,-5%,-1%,2%,-28%,-7%
COc1ccc(NC(=O)CCS(=O)(=O)c2nc(-c3ccc4c(c3)OCO4)cc(C(F)(F)F)n2)c(OC)c1,-40%[59 µM],?,-3%,31%,-1%,8%,-3%,-17%,?
CC(=O)CSc1nc2c(c(=O)[nH]c(=O)n2C)n1CCCc1ccccc1,nt,-2%,8%,31%,i,-5%,-4%,-15%,0%
CCCS(=O)(=O)N1CC(=O)N(c2ccc(C)cc2)C(C)(C(=O)NC2CCCCCC2)C1 (stereo unspecified),-2%[59 µM],1%,-2%,6%,i,-9%,0%,-13%,-3%
COc1ccc(-c2nc(Cn3c(SCc4cccc(F)c4)nc4ccncc43)c(C)o2)cc1OC,?,24%,-15%,18%,-7%,-3%,1%,-24%,-5%
CC1CN(C(=O)C2CCCCC2)C(C)CN1C(=O)C1CCCCC1 (stereo unspecified),-1%,1%,7%,42%[activator],i,-5%,0%,-8%[57.1 µM],4%
CC(C)On1c(SC(C)C)nc2ccccc2c1=O,23%[12.7 µM],-6%,6%,13%,-5%,nt,-4%,-1%,42%[activator]
CC(=O)Nc1ccc(S(=O)(=O)Nc2nc(C)cc(-n3nc(C)cc3C)n2)cc1,5%[2.33 µM],-6%,2%,27%,-5%,0%,1%,0%,16%
COc1cc(C2C(c3ccccc3)C(c3cc(OC)cc(=O)o3)C2c2ccccc2)oc(=O)c1 (stereo unspecified),nt,5%,nt,9%,6%,9%,nt,-17%,6%
Cc1cccc(C(=O)Nc2cccc(Br)c2)c1[N+](=O)[O-],-1%,-6%,-15%,44%[activator],-3%,0%,-10%,?,1%
Cc1ccc(-c2nnc3ccc(SCC(N)=O)nn23)cc1,nt,4%,nt,32%,nt,nt,nt,?,?
O=c1[nH]oc2cc(Cl)ccc12,nt,-4%,2%,23%,i,0%,-7%,-2%,-7%
CCOP(=O)(c1c(F)c(F)c(F)c(F)c1F)C(O)c1ccccc1 (stereo unspecified),?,?,-23%,20%,i,1%,1%,-11%,8%
COc1ccc(OC)c(NC(=O)CSc2nc(-c3ccccc3)cc(=O)[nH]2)c1,nt,-6%,4%,30%,i,-4%,-1%,-12%,19%
Cc1sc(NC(=O)c2cc(-c3ccc(Cl)cc3)nc3ccccc23)c(C(N)=O)c1C,13µM*,11%,2%,?,0%,6%,-14%,-14%,2%
COc1ccc(CCNC(=O)COC(=O)Cc2cccc(F)c2)cc1,5%[0.501 µM],0%,5%,35%,0%,-9%,nt,-15%,-2%
NC(=O)c1oc2ccccc2c1NC(=O)c1ccccc1,-8%,2%,2%,45%[activator],-6%,4%,1%,-8%,8%
N#Cc1cccc(NC(=O)CCNS(=O)(=O)c2ccc3[nH]c(=O)oc3c2)c1,10%,-5%,-15%,29%,-8%,2%,-3%,-13%,?
CN1CCc2c(sc(NC(=O)C3CCN(S(=O)(=O)c4cccs4)CC3)c2C(N)=O)C1,?,-6%,0%,18%,0%,25%,nt,-12%,?
Cc1ccc(NC(=S)N(CCCN2CCOCC2)Cc2ccccn2)cc1Cl,35%[59 µM],-8%,-8%,-2%,i,-9%,0%,-19%,29%
C=CCN1C(=O)/C(=C/c2ccsc2)SC1=S,-45%,-1%,-15%,14%,5%,1%,1%,-22%,1%
CC(=O)N1c2ccc(S(=O)(=O)NCC3CCC(C(=O)NC4CCCCC4)CC3)cc2CC1C (stereo unspecified),16%,6%,-3%,9%,i,-1%,0%,5%,?
COc1cc(N)c(Cl)cc1C(=O)OCC(=O)N1CCCCCC1,3%[59 µM],0%,7%,1%,-8%,-6%,nt,-22%,15%
CC#CCN1c2ccccc2[C@]23C[C@@H](C(=O)OC)N(C(C)=O)C2=NC(C(=O)OC)=C(C(=O)OC)[C@H]13,6%[59 µM],0%,-1%,48%[activator],2%,1%,2%[12.4 µM],-6%,?
CCC(=O)Nc1cccc(NC(=O)c2ccccc2Br)c1,19%[59 µM],-2%,9%,18%,-3%,5%,5%,-16%,15%
COc1ccc(CCNC(=O)CSc2nc3[nH]ncc3c(=O)n2-c2ccc(Br)cc2)cc1OC,10%,-3%,17%,23%,-5%,0%,7%,-9%,3%
CCOC(=O)c1cc2c(=O)n3ccccc3nc2n(CC(C)C)c1=NC(=O)c1cc2ccccc2o1,10%[59 µM],?,2%,22%,0%,-11%,-2%,-11%,10%
Cc1c(C#N)c(NC(=O)CCl)n(Cc2cccs2)c1C,50µM*,?,-27%,26%,-5%,-9%,-3%,-16%,-19%
CSc1cccc(NC(=O)CNS(=O)(=O)c2ccccc2)c1,nt,-10%,-5%,49%[activator],-5%,-3%,-3%,-3%,6%
COc1ccc(C(=O)N[C@H](C(=O)NCc2ccco2)C(C)C)cc1,-22%,9%,-17%,40%[activator],-7%,1%,-3%,-8%,124%[activator]

The last 2 entries of the part before open the next one.
SMILES,G9a block,Pin1 inhibitor,BAZ2B inh,HP1b chromo inh,PGK inhibitor,GLS inh,BLM inh,JMJD2A Tudor,Pol iota inh
CSc1cccc(NC(=O)CNS(=O)(=O)c2ccccc2)c1,nt,-10%,-5%,49%[activator],-5%,-3%,-3%,-3%,6%
COc1ccc(C(=O)N[C@H](C(=O)NCc2ccco2)C(C)C)cc1,-22%,9%,-17%,40%[activator],-7%,1%,-3%,-8%,124%[activator]
C=CCNC(=S)NNC(=O)c1ccc(Br)o1,8%,-4%,5%,37%,2%,25%,3%,-12%[57.1 µM],9%
O=C(Nc1cccc(-n2cnnn2)c1)c1ccccc1Br,-7%,-2%,19%,24%,-3%,-8%,-5%,-9%,21%
COC(=O)c1cc(C#N)c(N2CCOCC2)nc1C,-7%,5%,-21%,-21%,-1%,0%,-4%,-13%,-9%
CCOC(=O)c1cccc(NC(=O)c2cc(S(=O)(=O)N3CCCCCC3)cn2C)c1,-2%[59 µM],11%,-7%,16%[57 µM],5%,-2%,-8%,-19%,28%
Cc1c(-c2nnc(-c3ccc(C(F)(F)F)cc3)o2)cnn1-c1ccccc1,25%,-2%,4%,9%,-9%,5%,-2%,-21%,6%
O=[N+]([O-])c1ccccc1C=NNC(=S)NN=Cc1ccccc1[N+](=O)[O-],nt,-7%,nt,-18%,0%,-12%,nt,?,-8%
COc1ccccc1CCNC(=O)C1CCC(=O)N(Cc2cccc(F)c2)C1 (stereo unspecified),2%[12.7 µM],0%,6%,15%,i,2%,0%,?,-5%
CSc1ccc(CN2CCSCC2)cc1,13µM*,-4%,79µM*,?,3%,-15%,-5%,13µM*,121%[activator]
CNC(=O)c1sccc1S(=O)(=O)Cc1c(Cl)cccc1Cl,5%,5%,-6%,34%,-2%,-7%,-5%,13%,-10%
COc1ccc(C(=O)NC(c2ccc(Cl)cc2)c2cc(Cl)c3cccnc3c2O)cc1 (stereo unspecified),20%[59 µM],-7%,5%,33%,7%,13%,-9%,5%,6%
COc1ccc(OC)c(C2CC(=O)Nc3c2c(=O)n(C)c2ncnn32)c1 (stereo unspecified),-28%[59 µM],5%,?,-11%,i,0%,-2%,-15%,-10%
COc1ccccc1CNC(=O)CCNC(=O)c1ccco1,4%,-3%,8%,27%,-7%,1%,nt,-4%,42%[activator]
CCN(c1ccccc1)S(=O)(=O)c1ccc(Cl)c(C(=O)NC2CCN(Cc3ccccc3)CC2)c1,nt,1%,nt,1%,-7%,4%,nt,-28%,25%
N/C(=N\OC(=O)Cc1ccc(Cl)cc1)c1ccccn1,18%,-7%,-9%,24%,-4%,2%,-3%,-27%,16%
O=C(Nc1ccc(Br)cc1F)c1cc(S(=O)(=O)NC2CCCC2)ccc1F,14%[59 µM],4%,-1%,37%,i,-12%,-4%,-11%,-12%
COc1cc(C(F)(F)F)ccc1C(=O)NCCc1ccco1,?,-2%,-22%,17%,0%,0%,-8%,-21%,11%
CC(C)Oc1ccc(CN2CCc3nc(Nc4ccc5c(c4)OCCO5)ncc3C2)cc1,-26%[12.7 µM],-2%,32µM*,-17%,-5%,12%,-14%,32µM*,0%
Cc1nn(-c2ccccc2)c2c1C(O)n1c(nc3ccccc31)S2 (stereo unspecified),-47%,41%[activator],28%,17%,-8%,0%,0%,-18%,-7%
CC(C)(C)C(=O)NC(=S)N1CCc2ccccc21,20µM*,0%,?,-22%[57 µM],i,40%[activator],0%,-29%,?
Cc1ccc(C(=O)C(C)OC(=O)C2=COCCO2)cc1C (stereo unspecified),-5%[59 µM],2%,nt,61%[activator],-7%,0%,-2%,-9%,7%
Cc1ccc(NC(=O)COc2cccc3ccc(C)nc23)c(Br)c1,-3%[59 µM],-6%,3%,26%,-8%,-1%,-1%,3%,103%[activator]
CSc1ncc(C(=O)N2CCN(c3cccc(C(F)(F)F)c3)CC2)c(C)n1,-2%[59 µM],1%,-4%,10%,i,4%,-1%,-16%,-3%
CCC(C)(C)NC(=O)c1ccccc1Oc1ccccc1,nt,-5%,20%,48%[activator],i,-5%,2%,16%,47%[activator]

Screening data as filed in PubChem BioAssay.
